Source: PubChem
OXTR potentiator: potentiators of human oxytocin receptor; P30559; CHO-OTR cells, Fluo-8 calcium fluorescence, potentiator mode; 0% = oxytocin EC15, 100% = EC100; activation, % at 3 µM; 0.061% of 320,000 active;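 active means activation above that plate's cutoff, the mean activation of tested compounds plus 3 SD, cut at about 6.6% in these data, passing the limit was not always enough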;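 further: 100% uses oxytocin at 75 nM as the full agonist control; some results filed as inactive read as strong as hits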
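Replication – single well per compound, singlicate · Assay system – CHO cell line stably expressing human OTR · Timing – 6 min pre-incubation, 100 s read · Measure – normalized max/min fluorescence ratio, % activation · Doses – 3.0 µM, one dose · Detection – Fluo-8 calcium dye fluorescence · Probe or stimulus – oxytocin near EC15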
M1 PAM: positive allosteric modulators of human M1 muscarinic receptor | CHO-K1 hM1, Fluo-8 calcium fluorescence, ACh EC20; 0% = ACh EC20, 100% = maximal ACh | activation, % at 3 µM | 0.088% of 360,000 active | AID 588819; in the data active means activation above about 19%, passing the limit was not always enough
Target sequence (P11229 whole entry, looked up): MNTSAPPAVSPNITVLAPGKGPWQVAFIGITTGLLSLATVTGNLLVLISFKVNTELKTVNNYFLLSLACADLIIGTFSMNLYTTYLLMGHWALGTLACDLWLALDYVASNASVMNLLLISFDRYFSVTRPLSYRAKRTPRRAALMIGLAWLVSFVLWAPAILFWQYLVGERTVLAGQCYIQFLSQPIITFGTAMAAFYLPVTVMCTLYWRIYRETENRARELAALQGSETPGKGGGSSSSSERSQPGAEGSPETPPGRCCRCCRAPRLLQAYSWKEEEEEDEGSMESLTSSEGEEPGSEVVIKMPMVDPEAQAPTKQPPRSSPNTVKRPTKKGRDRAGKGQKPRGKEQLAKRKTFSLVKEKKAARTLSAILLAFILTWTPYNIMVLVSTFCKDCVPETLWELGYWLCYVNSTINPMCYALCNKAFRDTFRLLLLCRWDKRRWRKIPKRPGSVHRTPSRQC
M1 antag: blocks human M1 muscarinic receptor; inhibition, % at 3 µM; 1.3% of 360,000 active; P11229; CHO-K1 hM1, Fluo-8 calcium fluorescence, ACh EC80 antagonist;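 active means percent inhibition above its own plate's cutoff, namely the mean of that plate's compound wells plus 3 SD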;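 further: peak over basal fluorescence ratio during 140 s after agonist addition; 0% = ACh EC80 plus DMSO and 100% = DMSO alone without agonist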
TAAR1 antag: human TAAR1 antagonism. CHO RD-HGA16 TAAR1, Fluo-8 calcium fluorescence, antagonist. inhibition, % at 3 µM. Q96RJ0. 1.5% of 360,000 active;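 active means inhibition above a per-plate cutoff, the mean inhibition of test compounds on that plate plus 3 SD, cut at about 49% in these data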;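 further: 0% = DMSO plus EC80 beta-PEA response and 100% = DMSO alone without agonist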
Target sequence (Q96RJ0 whole entry, looked up): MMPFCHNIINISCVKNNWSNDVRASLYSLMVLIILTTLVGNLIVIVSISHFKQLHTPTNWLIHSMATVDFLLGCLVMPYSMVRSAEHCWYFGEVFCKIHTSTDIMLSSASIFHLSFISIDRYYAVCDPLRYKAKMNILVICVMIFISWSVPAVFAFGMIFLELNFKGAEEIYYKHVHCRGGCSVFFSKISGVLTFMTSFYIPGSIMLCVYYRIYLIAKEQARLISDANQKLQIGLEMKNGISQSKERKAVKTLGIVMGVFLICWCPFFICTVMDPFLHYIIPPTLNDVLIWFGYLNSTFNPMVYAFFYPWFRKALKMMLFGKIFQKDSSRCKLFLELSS
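System: RD-HGA16 CHO cells with stable hTAAR1 and Gα16 | Probe or stimulus: EC80 β-phenethylamine stimulus | Dosing: 3 µM, single point | Times: Dye loading 75 min at 37 °C, then 30 min room temperature | Measured by: Fluo-8 calcium-sensitive fluorescence | Read-out basis: % inhibition of agonist calcium response | Replicates: n of 1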
V1aR counter: counter-screen for oxytocin receptor agonists: human V1a receptor agonists; P37288; CHO-V1R cells, Fluo-8 calcium fluorescence, agonist mode; 0% DMSO, 100% 3 nM vasopressin; activation, % at 3 µM; 0.25% of 320,000 active;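 active means activation above the mean activation of all tested compounds plus 3 SD, per screening run, cut at about 20% in these data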;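 further: signal is peak over basal fluorescence ratio across a 100 second FLIPR read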
TAAR1 agonist: agonists of human TAAR1 | Q96RJ0 | CHO RD-HGA16 TAAR1, Fluo-8 calcium fluorescence; vehicle wells 0%, saturating PEA agonist 100% | activation, % at 3 µM | 0.99% of 360,000 active;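 active means activation above the mean activation of all test compounds in the run plus 3 SD, cut at about 38% in these data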
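Test system: RD-HGA16 (CHO) cells co-expressing Gα16 and hTAAR1 | Doses: Single dose, 3 µM | Schedule: 17-24 h seeding, 75 min 37 °C dye, 30 min RT | Evaluation: % activation from peak over basal fluorescence ratio, DMSO-to-PEA scaled | Technique: Kinetic Fluo-8 calcium fluorescence | Benchmarks: Low control DMSO, high control PEA (EC100)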
M1 ag: agonists of human M1 muscarinic receptor | P11229 | CHO-K1 hM1, Fluo-8 calcium fluorescence, agonist mode; 0% DMSO, 100% acetylcholine EC100 | activation, % at 3 µM | 0.33% of 360,000 active | AID 588814;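 active means activation above the run's mean compound activation plus 3 SD, cut at about 16% in these data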;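 further: peak over basal fluorescence ratio within a 140 s kinetic read after compound addition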
CHO parental Ca: counter-screen for OX1R antagonists: effect in parental CHO cells. parental CHO-K1, ATP-induced calcium, Fluo-8 fluorescence. 0.63% of 330,000 active. inhibition, % at 5.6 µM;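 active means inhibition above that plate's mean sample inhibition plus 3 SD, cut at about 26% in these data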;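 further: 0% = ATP-challenged DMSO wells and 100% = DMSO wells without ATP; some compounds past the cut are filed as inactive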
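Assay system: parental CHO cells; Read-out basis: percent inhibition of ATP-evoked calcium rise, normalized to controls; Benchmarks: ATP and no-ATP DMSO wells; Compound dosing: single nominal dose of 5.6 µM per compound; Signal: Fluo-8 calcium dye fluorescence; Also added: ATP as calcium-mobilizing challenge; Repeats: singlicate.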
OXTR ag: human OXTR agonism; 0.32% of 320,000 active; activation, % at 3 µM; CHO-OTR cells, Fluo-8 calcium fluorescence; normalized: DMSO 0%, oxytocin 100%; P30559;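 active means activation above the mean of all tested compounds plus 3 SD, cutoff set per screening run, cut at about 20% in these data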;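 further: peak over basal fluorescence ratio from a 100 s FLIPR kinetic read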
Starred values were filed as active, the others as inactive.

What do the screens show for `Cc1cc(=O)[nH]c(SCC(=O)Nc2ccc(F)c([N+](=O)[O-])c2)n1`?
OXTR potentiator: -19.9; M1 PAM: -0.8; M1 antag: -3.2; TAAR1 antag: -14.4; V1aR counter: 0.1; TAAR1 agonist: 1.7; M1 ag: -2.4; CHO parental Ca: -1.8; OXTR ag: -0.8

What do the screens show for `CC(OC(=O)c1ccccc1OCc1ccc(Cl)cc1)C(N)=O` (stereo not drawn)?
OXTR potentiator: -11.8; M1 PAM: -0.9; M1 antag: 2.4; TAAR1 antag: 12.9; V1aR counter: 3.3; TAAR1 agonist: 6.8; M1 ag: -2.3; CHO parental Ca: -27.0; OXTR ag: 0.6

What do the screens show for `O=C(NC1CCCC1)c1ccc2c(c1)S(=O)(=O)c1ccccc1C2=O`?
OXTR potentiator: -4.4; M1 PAM: -0.1; M1 antag: 4.0; TAAR1 antag: 24.4; V1aR counter: -0.5; TAAR1 agonist: 14.0; M1 ag: -1.8; CHO parental Ca: -16.1; OXTR ag: 0.6

How did COc1cccc(NC(=O)CN(C)C(=O)c2ccc3ccccc3c2)c1 do in these assays?
OXTR potentiator: 0.5; M1 PAM: -0.9; M1 antag: 19.0; TAAR1 antag: -6.0; V1aR counter: -0.2; TAAR1 agonist: 18.4; M1 ag: -6.6; CHO parental Ca: -6.5; OXTR ag: 1.1

Results for Cn1c(-c2ccccc2)cnc1NCc1ccccc1 ?
OXTR potentiator: 4.4; M1 PAM: 6.4; M1 antag: -8.7; TAAR1 antag: -3.3; V1aR counter: 0.1; TAAR1 agonist: 1.6; M1 ag: -9.6; CHO parental Ca: -1.4; OXTR ag: -0.1

Results for Cc1ccccc1NS(=O)(=O)c1ccc(NC(=O)CSCc2ccc(Br)cc2)cc1 ?
OXTR potentiator: -15.6; M1 PAM: -6.3; M1 antag: 9.0; TAAR1 antag: 28.1; V1aR counter: 1.9; TAAR1 agonist: 25.4; M1 ag: -0.1; CHO parental Ca: 30.8*; OXTR ag: 4.0

Results for COc1ccc(N2CCN(S(=O)(=O)c3c(C)noc3/C=C/N(C)C)CC2)cc1 ?
OXTR potentiator: -11.4; M1 PAM: 2.8; M1 antag: -5.7; TAAR1 antag: -13.3; V1aR counter: 0.8; TAAR1 agonist: -2.1; M1 ag: -2.5; CHO parental Ca: -11.8; OXTR ag: 0.2

What do the screens show for `CC(C)N1CCC(N2CCN(Cc3ccc(Oc4ncccn4)cc3)CC2CCO)CC1` (stereo not drawn)?
OXTR potentiator: -3.7; M1 PAM: 2.6; M1 antag: -22.2; TAAR1 antag: -8.8; V1aR counter: 1.0; TAAR1 agonist: 0.3; M1 ag: -5.3; CHO parental Ca: -13.1; OXTR ag: 1.6

What do the screens show for `NCC12CC3CC(C1)CC(CN)(C3)C2`?
OXTR potentiator: -3.2; M1 PAM: -1.3; M1 antag: -5.4; TAAR1 antag: -10.2; V1aR counter: -1.1; TAAR1 agonist: 0.7; M1 ag: -6.6; CHO parental Ca: 3.1; OXTR ag: -0.1

What do the screens show for `O=C1CC(c2c(F)cccc2Cl)C(n2cncn2)C(O)=C1C1NCCc2ccccc21` (stereo not drawn)?
OXTR potentiator: 2.9; M1 PAM: -4.4; M1 antag: 16.8; TAAR1 antag: -14.5; V1aR counter: 0.8; TAAR1 agonist: 0.5; M1 ag: -3.6; CHO parental Ca: -5.4; OXTR ag: -0.5

How did CCCCN(C(=O)CNC(=O)c1cccs1)C(C(=O)NC1CCCCC1)c1cccnc1 (stereo not drawn) do in these assays?
OXTR potentiator: 0.3; M1 PAM: -0.9; M1 antag: -18.5; TAAR1 antag: -1.0; V1aR counter: 0.9; TAAR1 agonist: 5.0; M1 ag: -0.4; CHO parental Ca: -8.0; OXTR ag: 0.7

What do the screens show for `O=C(NCCN1CCCC(O)C1)c1cc(COc2cccc(C(F)(F)F)c2)on1` (stereo not drawn)?
M1 PAM: 2.5; M1 antag: -8.1; TAAR1 antag: -21.9; TAAR1 agonist: 4.1; M1 ag: -5.1

How did COC(=O)Cc1ccc(OC(=O)CCS(=O)(=O)c2ccc(C)cc2)cc1 do in these assays?
OXTR potentiator: -7.1; M1 PAM: 5.4; M1 antag: -4.0; TAAR1 antag: -24.1; V1aR counter: -1.4; TAAR1 agonist: -0.7; M1 ag: -4.8; CHO parental Ca: 3.5; OXTR ag: -0.6

How did CC(=O)Nc1nnc(SCC(=O)NCCOc2ccccc2)s1 do in these assays?
OXTR potentiator: -9.5; M1 PAM: 3.9; M1 antag: -9.8; TAAR1 antag: -7.2; V1aR counter: 0.1; TAAR1 agonist: 4.7; M1 ag: -1.8; CHO parental Ca: -1.4; OXTR ag: -0.5

How did CCOc1cc(/C=C/C(=O)OCC(=O)NCc2ccco2)cc(Cl)c1OC do in these assays?
OXTR potentiator: -5.9; M1 PAM: 5.8; M1 antag: -6.2; TAAR1 antag: -12.2; V1aR counter: -1.1; TAAR1 agonist: -1.3; M1 ag: -2.8; CHO parental Ca: -12.7; OXTR ag: -2.0

What do the screens show for `COc1cc(C=C(OC(C)=O)c2ccc3c(c2)OCO3)cc(OC)c1OC`?
M1 PAM: -14.1; M1 antag: 17.2; TAAR1 antag: 1.2; TAAR1 agonist: 1.9; M1 ag: -3.9

How did CC1=C(C(=O)N2CCOCC2)CC(CC(=O)NC2CCCCC2)C(=O)N1Cc1ccc(C(C)(C)C)cc1 (stereo not drawn) do in these assays?
M1 PAM: -0.4; M1 antag: -5.6; TAAR1 antag: -5.9; TAAR1 agonist: 1.7; M1 ag: -6.9

What do the screens show for `CN(C)S(=O)(=O)c1cccc(NC(=O)COC(=O)/C=C/c2ccc(Br)o2)c1`?
OXTR potentiator: -3.6; M1 PAM: 0.2; M1 antag: -4.0; TAAR1 antag: -2.5; V1aR counter: 1.2; TAAR1 agonist: 6.3; M1 ag: -2.2; CHO parental Ca: -14.4; OXTR ag: 0.9

Results for O=C(CSC1CC(=O)N(CC(c2ccccc2)c2ccccc2)C1=O)Nc1ccc(Cl)cc1 (stereo not drawn) ?
OXTR potentiator: -23.0; M1 PAM: 1.6; M1 antag: 4.8; TAAR1 antag: -1.4; V1aR counter: 1.0; TAAR1 agonist: -1.1; M1 ag: 0.3; CHO parental Ca: 3.3; OXTR ag: 1.8

What do the screens show for `CC(C)CN(C(=O)COc1ccc(Br)cc1C=O)C1CCS(=O)(=O)C1` (stereo not drawn)?
OXTR potentiator: -2.9; M1 PAM: 5.9; M1 antag: -12.4; TAAR1 antag: -7.0; V1aR counter: 1.2; TAAR1 agonist: 1.2; M1 ag: -1.0; CHO parental Ca: -5.7; OXTR ag: 1.1

Ordered by count of non-hydrogen atoms (descending): 3 of the compounds above.
Results for COc1ccc(N2CCN(S(=O)(=O)c3c(C)noc3/C=C/N(C)C)CC2)cc1 ?
OXTR potentiator: -11.4; M1 PAM: 2.8; M1 antag: -5.7; TAAR1 antag: -13.3; V1aR counter: 0.8; TAAR1 agonist: -2.1; M1 ag: -2.5; CHO parental Ca: -11.8; OXTR ag: 0.2

How did CCOc1cc(/C=C/C(=O)OCC(=O)NCc2ccco2)cc(Cl)c1OC do in these assays?
OXTR potentiator: -5.9; M1 PAM: 5.8; M1 antag: -6.2; TAAR1 antag: -12.2; V1aR counter: -1.1; TAAR1 agonist: -1.3; M1 ag: -2.8; CHO parental Ca: -12.7; OXTR ag: -2.0

How did COC(=O)Cc1ccc(OC(=O)CCS(=O)(=O)c2ccc(C)cc2)cc1 do in these assays?
OXTR potentiator: -7.1; M1 PAM: 5.4; M1 antag: -4.0; TAAR1 antag: -24.1; V1aR counter: -1.4; TAAR1 agonist: -0.7; M1 ag: -4.8; CHO parental Ca: 3.5; OXTR ag: -0.6

Following part.
Results for COc1cc(/C=C/c2ccc(O)cc2)cc(OC)c1 ?
OXTR potentiator: -4.4; M1 PAM: 12.1; M1 antag: -14.8; TAAR1 antag: -16.5; V1aR counter: 0.4; TAAR1 agonist: -0.8; M1 ag: 2.7; CHO parental Ca: -1.3; OXTR ag: -0.3

How did CCOc1ccc(N(C(=O)CNC(=O)c2ccco2)C(C(=O)NCC2CCCO2)c2ccccc2)cc1 (stereo not drawn) do in these assays?
OXTR potentiator: -6.2; M1 PAM: 11.3; M1 antag: -13.4; TAAR1 antag: -3.6; V1aR counter: 3.2; TAAR1 agonist: 4.2; M1 ag: -2.6; CHO parental Ca: -11.2; OXTR ag: 1.4

How did O=C(CSc1nnc(CSc2nc3ccccc3s2)o1)NC1CCCCC1 do in these assays?
OXTR potentiator: 1.8; M1 PAM: 0.2; M1 antag: -3.6; TAAR1 antag: 6.8; V1aR counter: 1.5; TAAR1 agonist: 4.2; M1 ag: -4.0; CHO parental Ca: -37.5; OXTR ag: -2.0

What do the screens show for `O=C(Cc1ccc(-n2c(=O)[nH]c3ccsc3c2=O)cc1)NCc1cccnc1`?
OXTR potentiator: 0.9; M1 PAM: -2.6; M1 antag: 4.0; TAAR1 antag: -7.4; V1aR counter: -1.0; TAAR1 agonist: 1.6; M1 ag: -4.2; CHO parental Ca: -0.1; OXTR ag: 0.2

What do the screens show for `Cc1ccc(C)c(N2CCN(C(=O)CCc3nc(-c4cccc(C(F)(F)F)c4)no3)CC2)c1`?
M1 PAM: -4.3; M1 antag: 8.2; TAAR1 antag: 6.0; TAAR1 agonist: 1.2; M1 ag: -3.0; CHO parental Ca: -11.4

How did COCC(=O)Nc1ccc(-c2cn3cccnc3n2)cc1 do in these assays?
OXTR potentiator: -4.4; M1 PAM: 0.5; M1 antag: 3.0; TAAR1 antag: 0.3; V1aR counter: 0.2; TAAR1 agonist: 17.5; M1 ag: -2.3; CHO parental Ca: 2.8; OXTR ag: 1.1

Results for Cn1c(CCCOc2ccc(Cl)cc2Cl)nnc1SCC(=O)Nc1nccs1 ?
OXTR potentiator: -13.0; M1 PAM: 6.0; M1 antag: -6.3; TAAR1 antag: 6.3; V1aR counter: 13.2; TAAR1 agonist: 11.6; M1 ag: -1.6; CHO parental Ca: 3.0; OXTR ag: 16.0

How did Cc1ccc(C(=O)OCC(=O)NC2CCS(=O)(=O)C2)c(C)c1 (stereo not drawn) do in these assays?
OXTR potentiator: -8.0; M1 PAM: 7.8; M1 antag: -3.1; TAAR1 antag: -6.2; V1aR counter: 0.5; TAAR1 agonist: 4.5; M1 ag: -5.2; CHO parental Ca: 3.3; OXTR ag: 0.1
